KOR beta-arrestin-1: kappa opioid receptor activators – cell-based, luminescence, uHTS, primary screen (AID 1777); KOR beta-arrestin recruitment, luminescence; higher % means a stronger effect; one-dose activation, % at 10 µM; EC50 in µM for titrated hits; hit rate 0.02% among 280,000; in the data active means activation above about 50%, passing the limit was not always enough; further: a part of the inactive calls stands beside numbers as strong as those of hits
GPR55 activation: selective activators of receptor GPR55 – imaging, U2OS cells, beta-arrestin-GFP redistribution, primary screen (AID 1961). hit rate 0.048% among 290,000. activation, % at 10 µM; hits with a dose series show EC50 in µM. U2OS GPR55 beta-arrestin-GFP redistribution imaging; higher % means a stronger effect;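 active means activation above 40% with more than 50 cells counted in the well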;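 further: U2OS osteosarcoma cells stably expressing GPR55 and beta-arrestin-GFP; plate controls were DMSO negative control for no effect and LPI positive control for full effect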
West Nile antiviral: West Nile virus antiviral activity, cell-based, CPE readout (AID 1621) | West Nile virus-infected cells, CPE inhibition; higher % means a stronger effect | hit rate 0.02% among 290,000 | CPE inhibition, % at 10 µM, or IC50 in µM where a hit was titrated; in the data active means a potency from the dose series; further: strong numbers were not always called active
GPR55 antagonists: GPR55 antagonists blocking LPI-driven arrestin recruitment, primary screen, imaging, U2OS, beta-arrestin-GFP, LPI agonist (AID 2013) | U2OS GPR55 beta-arrestin-GFP translocation imaging, LPI antagonism; higher % means a stronger effect | inhibition, % at 10 µM; hits with a dose series show IC50 in µM | hit rate 0.13% among 290,000;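 active means spots per cell inhibited over 60%, with over 100 cells counted and total cytoplasm intensity under 500,000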;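 further: U2OS cells stably carrying GPR55 and arrestin-GFP stimulated by 5 µM LPI near EC80; imaged beta-arrestin-GFP aggregate spots per cell after agonist stimulation; plate controls were LPI-stimulated DMSO wells for no effect and DMSO wells without LPI for full effect; some results filed as inactive read as strong as hits; confirmed hits need IC50 under 10 µM and bright autofluorescent wells are also inconclusive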
Salmonella PhoP GFP: PhoP-dependent GFP reporter repression – Salmonella Typhimurium, primary screen (AID 1863). S. Typhimurium PhoP-regulated promoter GFP reporter, 4 h; higher % means a stronger effect. inhibition, % at 50 µM; hits with a dose series show IC50 in µM. hit rate 0.16% among 300,000;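 active means inhibition over 29.93%, a cutoff 3 SD above the screen mean, later confirmed by dose response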;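 further: 0% = low Mg2+ inducing control and 100% = high Mg2+ repressing control; strong numbers were not always called active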
NTR1 agonist: agonists of NTR1, primary screen, imaging, U2OS cells, beta-arrestin-GFP, high content (AID 493036); NTR1-U2OS beta-arrestin-GFP spot imaging, agonist mode; activation, % at 20 µM; hit rate 0.17% among 330,000;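 active means activation at or above 40% of the spot to cytoplasm intensity ratio, with at least 20 cells analyzed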;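 further: 0% = DMSO without peptide and 100% = 100 nM NTR1 peptide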
Target sequence (P30989 whole entry, looked up): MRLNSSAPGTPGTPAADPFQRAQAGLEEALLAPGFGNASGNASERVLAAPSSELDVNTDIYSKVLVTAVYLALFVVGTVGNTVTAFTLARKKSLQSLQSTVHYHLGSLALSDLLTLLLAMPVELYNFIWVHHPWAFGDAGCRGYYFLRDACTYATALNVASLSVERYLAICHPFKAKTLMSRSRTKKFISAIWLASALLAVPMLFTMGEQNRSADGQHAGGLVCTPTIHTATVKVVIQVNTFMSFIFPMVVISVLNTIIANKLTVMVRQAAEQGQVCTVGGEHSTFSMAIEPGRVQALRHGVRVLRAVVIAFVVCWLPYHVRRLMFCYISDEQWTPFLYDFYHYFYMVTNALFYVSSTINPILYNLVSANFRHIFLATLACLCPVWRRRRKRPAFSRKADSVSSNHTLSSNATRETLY
KOR beta-arrestin-2: KOR antagonists, beta-arrestin recruitment, cell-based, luminescence, uHTS (AID 1778) | KOR beta-arrestin recruitment, luminescence, antagonist mode; higher % means a stronger effect | hit rate 0.091% among 290,000 | inhibition, % at 10 µM, or IC50 in µM where a hit was titrated; in the data active means inhibition above about 50%; further: strong numbers were not always called active
T cell HTS: modulates CD8 T cell binding to vesicles. 2C CD8+ T cell-vesicle binding, flow cytometry; stronger effect = lower value. calls only at 7 µM. hit rate 0.068% among 330,000. AID 2052;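 active means response, share of CD8 T cells binding vesicles, and their 90th percentile fluorescence all below set limits, cut at about 80% in these data, passing the limit was not always enough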
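Read-out – percent CD8+ FL2 mean versus row control · System – murine 2C transgenic CD8+ T lymphocytes · Times – 1.5 h cell–vesicle binding at 37 °C, then 20 min icy labelling · Control set – naked vesicles low, QL9 vesicles with vehicle high · Detection – cytometric PE anti-B7-1 and Alexa647 anti-CD8 signals after 1% paraformaldehyde fixation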
GPR35 antagonists: GPR35 antagonists blocking zaprinast-driven arrestin recruitment, primary screen, imaging, U2OS, beta-arrestin-GFP, zaprinast agonist (AID 2058). U2OS GPR35 beta-arrestin-GFP translocation imaging, zaprinast antagonism; higher % means a stronger effect. inhibition, % at 10 µM; hits with a dose series show IC50 in µM. hit rate 0.052% among 290,000;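 active means inhibition of at least 50% with at least 30 cells and total cytoplasm GFP at most 10,000,000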
T cell HTS vesicle-bound %: also measured in T cell HTS; calls as there; double positive events, %; measured here: CD8+ vesicle-bound cell fraction;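 binding gate set so that unloaded-vesicle control wells show 10% double positive cells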
NTR1 agonist cell count 20 µM: further read-out of NTR1 agonist, marked with its call; cell count; measured here: cell count, cytotoxicity flag
An asterisk follows results filed as active; i = inactive; nt = no result given; [ ] = another dose, or the depositor's remark.

SMILES | KOR beta-arrestin-1 | GPR55 activation | West Nile antiviral | GPR55 antagonists | Salmonella PhoP GFP | NTR1 agonist | NTR1 agonist cell count 20 µM | KOR beta-arrestin-2 | T cell HTS | T cell HTS vesicle-bound % | GPR35 antagonists
Cc1n(CC(=O)c2ccc(F)cc2)c2ccccc2[n+]1C | -0.5% | -0.5% | 0.1% | -13% | -3% | 2.6 | 85 | -12% | i | 30 | -2%
CN(c1ccc(C(=O)O)cc1)S(=O)(=O)c1ccc(Cl)cc1 | 0.3% | -0.1% | 0.2% | 14% | -6% | 1.1 | 49 | -37% | i | 32 | 6%
CC1CCN(S(=O)(=O)c2ccc(C(=O)NCc3cccnc3)cc2)CC1 | -0.7% | 0.0% | -0.2% | -7% | -5% | 0.9 | 62 | 16% | i | 37 | 7%
CCOc1ccc(OCCOc2ncnc3ccccc23)cc1 | -1.2% | -0.1% | -0.3% | 3% | 4% | 0.4 | 40 | -7% | i | 45 | -5%
COc1cc(N=c2ssnc2Cl)cc(OC)c1OC | 1.3% | 0.1% | 0.5% | 20% | -4% | 4.8 | 57 | -22% | i | 52 | 12%
CCNc1nc(NC(C)C)nc(Oc2ccc(/C=N/O)cc2)n1 | -0.4% | -0.1% | 0.0% | 14% | -3% | -1.4 | 51 | 11% | i | 29 | -1%
CC1CCN(C(=O)Cn2c(=O)n(CCCC(=O)NCc3ccco3)c(=O)c3sccc32)CC1 | -0.8% | 0.2% | -0.2% | 2% | -2% | -2.0 | 58 | -39% | i | 50 | -7%
Cc1ccc(S(=O)(=O)N(CC(=O)Nc2cccnc2)c2cccc([N+](=O)[O-])c2)cc1 | 2.9% | -0.1% | 0.6% | -16% | -2% | 0.3 | 48 | -6% | i | 65 | -14%
O=C(CCCCCn1c(SCc2ccncc2)nc2ccccc2c1=O)NCc1ccco1 | -2.4% | -0.1% | 0.2% | -1% | -12% | 3.7 | 80 | -15% | i | 51 | -18%
Cc1cccc(CC(=O)NC2CCCCCC2)c1 | -4.4% | -0.1% | -0.2% | 2% | -4% | -0.7 | 55 | -40%[20 µM] | i | 57 | 3%
O=C(Nc1ccnc(-c2cccnc2)n1)c1ccc(Cl)c(Cl)c1 | 1.1% | -0.1% | 0.2% | 16% | -1% | 3.5 | 56 | -22% | i | 34 | 15%
N/C(=N\OC(=O)c1ccc([N+](=O)[O-])cc1)c1ccc(Br)cc1 | -1.7% | -0.2% | -0.9% | 3% | 1% | 0.6 | 72 | -24%[20 µM] | i | 54 | 4%
O=[N+]([O-])c1cccc(S(=O)(=O)c2cccc([N+](=O)[O-])c2)c1 | -4.5% | -0.1% | -0.3% | 0% | -5% | 0.5 | 47 | 22% | i | 48 | -14%
N#Cc1ccc(Oc2ccc(/C=N/O)cn2)cc1 | -1.1% | -0.3% | 0.2% | 0% | 11% | -0.5 | 61 | 5% | i | 44 | 8%
O=C(N/C(=C/c1cccc([N+](=O)[O-])c1)C(=O)N1CCCCC1)c1ccco1 | -2.2% | 0.0% | -0.6% | 13% | 9% | 1.6 | 45 | 5% | i | 55 | 6%
O=C(CCl)Nc1cc(S(=O)(=O)N2CCCCCC2)ccc1Cl | 10% | 0.6% | -0.5% | 12% | 2% | 2.9 | 52 | -12% | i | 7 | -2%
Cc1noc(C)c1COC(=O)c1ccccc1Sc1ccccc1C#N | -4.3% | -0.2% | -1.4% | -3% | -6% | -1.2 | 95 | 22% | i | 18 | -8%
COc1ccc(OC)c(N2C(=O)CC(Cc3cc(C)cc(C)c3)C2=O)c1 (centres undefined) | 9.0% | 0.5% | -0.6% | 11% | 2% | -0.4 | 57 | 10% | i | 63 | 6%
CCCN(CC1CC1)C(=O)COc1ccccc1C(=O)NCc1ccccc1 | 4.3% | -0.2% | -0.6% | 4% | -4% | 0.0 | 72 | -33% | i | 47 | -11%
CN(C)CCNc1nc2sc3c(c2c(=O)n1-c1ccccc1)CCCCC3 | 0.6% | 0.3% | -0.3% | 10% | -5% | -0.1 | 38 | 2% | i | 37 | 0%
CCOC(=O)NCCc1c(C)nc2c(c(C)nn2C(C)(C)C)c1C | -7.3% | -0.1% | -0.3% | 0% | 8% | 10 | 55 | 26% | i | 45 | -7%
COCCNC(=O)c1cccc(NC(=O)C2=C(C)OCCS2)c1 | 0.0% | -0.1% | 0.3% | 0% | -5% | 0.3 | 83 | -17% | i | 36 | 3%
Cc1cc(N/N=C/c2ccncc2)nc2ccccc12 | -5.4% | -0.2% | 0.4% | -14% | 6% | nt | nt | -19% | nt | nt | -5%
CCN(CC)c1ccc2c(c1)CCCN2 | -6.1% | -0.5% | 2.2% | 6% | -4% | 5.7 | 75 | 1% | i | 23 | 6%
CCOC(=O)Cn1nc(NC(=O)c2ccc3c(c2)OCO3)cc1C | 4.0% | 0.7% | -0.1% | 3% | -6% | 0.2 | 63 | 15% | i | 67 | 8%

Single values from the list.
Value of Cc1ccc(S(=O)(=O)N(CC(=O)Nc2cccnc2)c2cccc([N+](=O)[O-])c2)cc1 under GPR55 activation: -0.1%
Value of O=C(N/C(=C/c1cccc([N+](=O)[O-])c1)C(=O)N1CCCCC1)c1ccco1 under GPR35 antagonists: 6%
Value of Cc1cccc(CC(=O)NC2CCCCCC2)c1 under West Nile antiviral: -0.2%
Value of O=C(CCl)Nc1cc(S(=O)(=O)N2CCCCCC2)ccc1Cl under GPR55 activation: 0.6%
Value of COc1cc(N=c2ssnc2Cl)cc(OC)c1OC under West Nile antiviral: 0.5%
Value of CCNc1nc(NC(C)C)nc(Oc2ccc(/C=N/O)cc2)n1 under T cell HTS vesicle-bound %: 29

For convenience, some entries already given.
SMILES | KOR beta-arrestin-1 | GPR55 activation | West Nile antiviral | GPR55 antagonists | Salmonella PhoP GFP | NTR1 agonist | NTR1 agonist cell count 20 µM | KOR beta-arrestin-2 | T cell HTS | T cell HTS vesicle-bound % | GPR35 antagonists
COc1ccc(OC)c(N2C(=O)CC(Cc3cc(C)cc(C)c3)C2=O)c1 (centres undefined) | 9.0% | 0.5% | -0.6% | 11% | 2% | -0.4 | 57 | 10% | i | 63 | 6%
CCCN(CC1CC1)C(=O)COc1ccccc1C(=O)NCc1ccccc1 | 4.3% | -0.2% | -0.6% | 4% | -4% | 0.0 | 72 | -33% | i | 47 | -11%
CN(C)CCNc1nc2sc3c(c2c(=O)n1-c1ccccc1)CCCCC3 | 0.6% | 0.3% | -0.3% | 10% | -5% | -0.1 | 38 | 2% | i | 37 | 0%

The list continues:
SMILES | KOR beta-arrestin-1 | GPR55 activation | West Nile antiviral | GPR55 antagonists | Salmonella PhoP GFP | NTR1 agonist | NTR1 agonist cell count 20 µM | KOR beta-arrestin-2 | T cell HTS | T cell HTS vesicle-bound % | GPR35 antagonists
COc1ccccc1OCC(=O)Nc1oc(-c2ccccc2)c(-c2ccccc2)c1C#N | -2.4% | -0.4% | 0.3% | 4% | -4% | 6.0 | 50 | 4% | i | 35 | 4%
CCOc1cc(C(N)=O)cc(OCC)c1OCC | 2.8% | -0.1% | 0.1% | 21% | -4% | -0.9 | 62 | 14% | i | 34 | -8%
Cc1ccc(S(=O)(=O)NC(C(=O)OCC(=O)NC2CCS(=O)(=O)C2)C(C)C)cc1 (centres undefined) | -1.8% | -0.1% | -0.2% | -7% | -1% | -1.5 | 69 | -42% | i | 15 | 9%
CN(C)S(=O)(=O)c1ccc(S(=O)(=O)N2CCCC(C(=O)NC3CCCC3)C2)cc1 (centres undefined) | -5.4% | -0.3% | -0.8% | -1% | 5% | -0.4 | 59 | -23% | i | 38 | -2%
Cn1nnnc1SCC(=O)Nc1ccc(Br)cc1Cl | -0.9% | -0.2% | -0.2% | -9% | -6% | -0.1 | 55 | 30% | i | 33 | 1%
Cc1cc(NC(=O)Cc2ccccc2)nc2c1c(=O)oc1ccccc12 | 12% | 0.3% | -0.2% | -11% | 2% | 7.3 | 44 | 3% | i | 38 | -5%
Cc1ccc(NC(=O)CSCCc2ccccn2)nc1 | -6.1% | 0.2% | 0.1% | 5% | 14% | -0.9 | 76 | -20% | i | 15 | 4%
O=C(Cn1cccc1)N1CCc2ccccc21 | -1.3% | -0.1% | 0.2% | 3% | -10% | -0.2 | 59 | -6% | i | 28 | 14%
CCN(CC)S(=O)(=O)c1cccc(C(=O)NN2Cc3ccccc3C2=N)c1 | 1.4% | -0.2% | 0.3% | 9% | 12% | -0.7 | 88 | 1% | i | 42 | 5%
O=C(CNC(=O)c1ccccc1Br)N/N=C/c1cccs1 | -1.0% | 1.6% | 0.1% | 5% | -5% | -0.3 | 94 | 19% | i | 10 | -2%
O=C(N/N=C/c1ccco1)c1cc(-c2cccc3ccccc23)n[nH]1 | -0.1% | -0.1% | -1.0% | -6% | -11% | 0.6 | 70 | -18% | i | 3 | 12%
S=c1[nH]nc(CCc2ccccc2)n1Cc1ccccc1 | 4.1% | -0.1% | 0.0% | -2% | 4% | 0.2 | 55 | 24% | i | 46 | -8%
CN(C)S(=O)(=O)c1cccc(NC(=O)COC(=O)CCc2nc3ccccc3s2)c1 | -1.7% | 0.3% | 0.2% | 3% | 0% | -0.9 | 37 | 1% | i | 13 | -2%
CCOC(=O)C1CCN(C(=O)c2ccccc2Oc2ccccc2)CC1 | 2.7% | -0.1% | -0.4% | -1% | -1% | -1.5 | 51 | 10% | i | 43 | -7%
Cc1ccc(NC(=O)CN(C)C(=O)Cc2c(Cl)cccc2Cl)cc1 | -5.3% | -0.2% | -0.5% | 19% | -1% | -1.3 | 52 | 0% | i | 32 | -6%
COc1ccccc1NC(=O)CSCc1cc(=O)n2ccsc2n1 | 1.7% | 0.4% | 0.4% | 1% | 1% | 0.2 | 76 | -46% | i | 8 | 0%
N#C/C(=C\c1ccc[nH]1)Sc1nc2ccccc2s1 | -4.3% | -0.2% | 0.2% | 1% | 4% | -0.2 | 66 | 37% | i | 2 | -8%
Cc1sc2nc(-c3ccncc3)[nH]c(=O)c2c1-c1ccccc1 | 4.5% | -0.4% | -0.6% | 2% | 14% | 3.7 | 60 | 31% | i | 10 | 0%
